NCI-60 one-dose screen, 48 h, at 10 µM unless noted. Numbers give growth in % (100 = growth as untreated, 0 = no growth, -100 = all killed).
SF-539: SF-539 CNS cancer. 81,000 tested, 6.8% active. AID 1794752
DU-145: DU-145 prostate cancer; 81,000 tested, 4.2% active; AID 1794760
SW-620: SW-620 colon cancer; 82,000 tested, 5.2% active
HCC-2998: HCC-2998 colon cancer. 79,000 tested, 4.7% active. AID 1794799
SNB-19: SNB-19 CNS cancer cells; AID 1794751; 81,000 tested, 2.5% active
HT29: HT29 colon cancer. 81,000 tested, 7.4% active
PC-3: PC-3 prostate cancer cells; AID 1794754; 80,000 tested, 3.9% active
SNB-75: SNB-75 CNS cancer | AID 1794750 | 79,000 tested, 5% active
KM12: KM12 colon cancer cells; 82,000 tested, 5% active; AID 1794800
* = called active by the depositor; nt = not tested or not shown; [ ] = dose if it differs, or a comment. The calls were made as follows: active = growth percent below 10; inactive = the rest.

Second line of a record: SF-539	DU-145	SW-620	HCC-2998	SNB-19	HT29	PC-3	SNB-75	KM12
- C/C=C/C1C(/C=N/Nc2ccccc2)C(C#N)(C#N)C1(C#N)C#N (centres undefined)
  98.4	94.7	95.5	104.5	100.3	95.1	85.2	83.4	97.4
- Cc1c(O)c(=O)ccn1C
  107.6	109.7	106.7	103.7	101.0	92.1	84.0	101.3	103.7
- Cc1cc(C)c2ccc(=O)[nH]c2n1
  89.3	108.3	102.4	109.7	102.0	100.9	94.7	85.3	101.7
- CC(=O)c1cc(-c2ccc3ccccc3c2)nc2ccccc12
  101.9	115.0	105.8	108.1	117.1	100.2	58.8	121.5	94.4
- COc1cc(OC)cc(-c2ccc(-c3ccc(C(=N)N)cn3)o2)c1
  -69.1*	21.6	-90.3*	-87.4*	33.3	-38.5*	31.4	-35.7*	-11.2*
- CSc1nc(N)c(N=Nc2ccc(S(=O)(=O)Nc3nccs3)cc2)c(=O)[nH]1
  109.7	109.8	101.0	103.3	100.2	107.0	99.0	92.2	107.5
- CC(=O)OCC(=O)[C@@]1(O)CC[C@H]2[C@@H]3CCC4=CC(=O)C=C[C@]4(C)[C@H]3[C@@H](O)C[C@@]21C
  78.3	103.2	90.8	92.5	101.4	112.2	84.3	132.7	103.0
- C=CCOC(=O)c1ccccc1C(=O)OCC=C
  96.6	110.4	110.6	97.2	91.7	102.2	86.7	92.4	103.3
- CCCCOP(=O)(OCCCC)C1(C)CC(=O)CC(C)(C)C1 (centres undefined)
  97.2	106.1	101.4	nt	105.3	97.9	97.3	89.4	112.1
- CN(N=C(c1ccccc1)c1ccccc1)c1ccccc1
  120.2	128.3	104.8	104.2	100.0	78.8	92.2	106.9	110.2

Second line of a record: SF-539	DU-145	SW-620	HCC-2998	SNB-19	HT29	PC-3	SNB-75	KM12
- COc1ccc(C(=O)NNC(=O)c2ccc3ccccc3c2)cc1
  104.7	109.5	121.7	101.5	105.4	106.3	109.3	114.1	119.9
- Cc1cc(NC(=O)c2ccccc2)c(Cl)cc1N
  95.5	126.0	106.3	102.0	93.9	101.6	108.1	100.0	105.8
- CN1CCN(c2ncccc2CNC(=O)[C@@H]2CCCN3CCCC[C@H]23)CC1
  98.7	113.8	108.1	106.7	100.0	96.6	89.4	104.8	114.6
- CCN(CC)CCOCCOC(=O)C(CC)(CC)c1ccccc1
  105.5	103.9	91.6	101.2	105.3	51.1	77.8	82.1	99.1
- COc1ccc2cc(C(C)C(=O)Nc3ccc(S(=O)(=O)Nc4nccs4)cc3)ccc2c1 (centres undefined)
  97.2	108.4	99.6	nt	96.3	110.0	93.0	94.1	108.0
- CC(C)C[C@@H](CO)N(Cc1ccccc1)S(=O)(=O)N(Cc1ccccc1)[C@@H](CO)CC(C)C
  94.4[1 µM]	113.8[1 µM]	103.4[1 µM]	110.2[1 µM]	99.9[1 µM]	95.1[1 µM]	99.5[1 µM]	98.0[1 µM]	109.5[1 µM]
- O=C(/C=C/c1ccc(-c2ccccc2)cc1)c1nc2ccccc2n1Cc1ccccc1
  97.5	95.6	nt	103.7	96.6	91.2	79.9	78.1	99.4
- O=C(CCl)n1nnnc1-c1ccccc1
  91.1	109.9	106.2	95.3	97.5	99.6	91.0	80.9	105.1
- CCOC(=O)N/N=C/c1cc(Cl)ccc1O
  95.7	117.8	100.2	104.8	101.7	105.6	99.3	94.8	99.0
- O=S(=O)(O)c1cc(I)c(O)c(I)c1
  94.2	102.3	102.8	91.7	96.9	101.7	95.5	92.8	103.1

Second line of a record: SF-539	DU-145	SW-620	HCC-2998	SNB-19	HT29	PC-3	SNB-75	KM12
- Cc1ccc2nc(COc3ccc(C(=O)NNC(=S)Nc4ccccc4)cc3)[nH]c2c1
  84.1	98.6	97.1	112.5	92.8	102.0	71.5	59.0	86.5
- CN(C)CCS(=O)(=O)Nc1cc(-c2ccc3ncnc(Nc4ccc(F)c(Cl)c4)c3c2)cnc1Cl
  -22.2*	-3.3*	-22.7*	-83.7*	41.6	2.5*	6.2*	9.3*	-56.3*
- N#CC(C#N)C(C#N)C#N
  105.2	112.2	99.1	98.4	114.4	97.0	90.4	82.0	102.1
- OC1(C2(O)c3ccccc3Oc3ccccc32)c2ccccc2Oc2ccccc21
  106.1	98.7	96.1	96.1	89.5	86.5	93.7	113.8	105.0
- O=S(=O)(Oc1ccc(-c2cn3ccsc3n2)cc1)C1CCCCC1
  85.3	100.6	106.1	104.7	107.8	86.9	85.5	105.9	94.5
- Clc1cnc2ccccc2c1
  97.6	98.2	92.5	108.0	98.9	97.7	91.2	81.7	94.4
- CNc1ncc(-c2ccc(C(F)(F)F)cc2)c(NC2CCCCCC2)n1
  93.5	91.0	77.4	91.1	85.2	56.8	61.8	90.9	74.1
- COc1cccc(-c2nc(-c3ccc(NC(C)=O)cc3)[nH]c2-c2ccnc(Br)c2)c1
  68.4	68.6	90.1	108.5	92.2	58.1	76.6	40.7	62.1
- COc1cc2cc(NCc3cccc(Cl)c3)nc(C)c2cc1OC
  5.0*	62.8	17.0	38.9	48.8	3.2*	50.1	65.9	38.8
- CCOc1ccc2nc(NCc3ccncc3)sc2c1
  101.4	107.5	104.8	108.0	88.7	107.2	99.3	103.5	106.5

Second line of a record: SF-539	DU-145	SW-620	HCC-2998	SNB-19	HT29	PC-3	SNB-75	KM12
- COc1cc(NC(=O)CCSc2nc3ccc(Cl)cc3c(=O)n2-c2ccc(F)cc2)cc(OC)c1OC
  90.8	105.4	95.3	103.3	85.5	98.2	51.2	42.0	nt
- COc1cc(CCC(N)c2cccc(O)c2)cc(OC)c1OC (centres undefined)
  94.3	110.3	99.0	97.2	97.8	115.8	93.2	77.8	100.2
- CCOC(=O)CSc1nc2sc(C(N)=O)c(C)c2c(=O)n1Cc1ccccc1
  101.1	99.8	107.0	115.6	101.7	105.4	100.1	83.2	104.3
- Oc1ccc(CN2CCC(N3CCOCC3)CC2)c2cccnc12
  13.6	29.3	22.0	51.5	17.6	103.1	15.3	32.0	20.9
- C#CC(=O)Nc1cccc2c1cc(C)n2-c1nc2c(c(NCc3ccccc3)n1)CCCC2
  -79.7*	-97.1*	-59.3*	-89.9*	-71.9*	-58.2*	-56.5*	-25.6*	-27.6*
- CC(C)C[C@@H](NC(=O)[C@@H](Cc1ccccc1)NC(=O)c1cnccn1)B1O[C@H]2[C@H](O)[C@@H](C(=O)NCCCC[C@@H]3NC(=O)[C@@H](Cc4ccccc4)NC(=O)[C@H](CC(=O)O)NC(=O)CNC(=O)[C@H](CCCN=C(N)N)NC3=O)O[C@@H](CN)[C@H]2O1
  -31.9*	-8.3*	-47.7*	-78.9*	-10.1*	-73.4*	-34.3*	-65.4*	-43.9*
- C[C@@H](O)[C@H]1CC[C@H]2[C@@H]3CCC4=CC(=O)C[C@]4(C)[C@H]3CC[C@]12C
  94.2	100.7	102.3	104.4	102.3	100.1	87.1	96.2	99.8
- COc1ccc(/C=C/C(=O)c2ccc(Nc3nc(Nc4ccc(F)cc4)nc(Nc4ccc(Cl)cc4)n3)cc2)cc1
  109.1	103.7	104.0	51.3	114.6	94.1	81.4	95.6	165.7
- CN(C)CCOc1ccc(C(=O)C(=O)N2CCOCC2)cc1
  114.0	106.9	100.8	108.4	107.0	101.7	95.4	96.4	109.1
- O=C(Cn1nc(-c2ccccc2)cc(Cc2ccc(F)cc2)c1=O)c1ccccc1
  100.7	99.5	91.5	93.5	82.0	76.9	70.0	88.0	86.6

Second line of a record: SF-539	DU-145	SW-620	HCC-2998	SNB-19	HT29	PC-3	SNB-75	KM12
- S=C(Nc1cccc2ccccc12)NN1CCCCCC1
  107.4	108.2	112.0	105.9	108.1	113.9	94.9	101.7	107.1
- CC(=O)O[C@H]1CC[C@]2(C)[C@H]3CC=C4[C@@H]5[C@@H](C)[C@H](C)CC[C@]5(C(=O)NC(COC(=O)C(Cl)Cl)(COC(=O)C(Cl)Cl)COC(=O)C(Cl)Cl)CC[C@@]4(C)[C@]3(C)CC[C@H]2C1(C)C
  70.1	73.4	45.2	88.1	81.3	49.3	23.7	87.0	49.1
- COC[C@@H](CC(C)C)N=C1N/C(=C\c2ccc3ncsc3c2)C(=O)N1C
  -15.6*	20.9	3.0*	5.1*	14.6	6.8*	23.6	27.5	9.5*
- COc1cc2c(cc1OC)-c1c(OC)c(OC)cc3c1C(C2)OCC3 (centres undefined)
  88.6	87.0	98.1	86.3	85.9	65.1	54.8	71.4	81.2
- Cc1ncc(CCO)c(CO)c1O
  99.1	144.3	125.6	105.0	117.1	107.7	112.1	86.2	149.0
- C=C1CCC2C(C)(COC(C)=O)C(OC(C)=O)CCC2(C)C1/C=C/C1=CCOC1=O (centres undefined)
  99.2	114.1	109.8	110.4	97.6	103.0	84.7	87.2	107.4
- Cc1cc(O)cc2c1[C@H]1CC[C@]3(C)C(=O)CC[C@H]3[C@@H]1C=C2
  100.7	120.7	113.6	57.1	111.0	nt	80.5	75.9	102.1
- N=C1c2nc3n(c2C(=O)c2c1nc1n2CCCC1)CCCC3
  98.0	99.8	101.4	119.6	102.1	110.4	101.8	101.9	97.7
- Cn1cc2c(c1)-c1nc(N)ncc1CC2
  113.5	111.2	108.0	105.4	115.0	115.9	nt	111.1	114.7
- Oc1ccc(-c2nnc(SCc3ccc(O)c4ncccc34)o2)cc1
  13.8	21.2	16.3	22.5	12.8	24.0	10.0*	nt	9.7*

Second line of a record: SF-539	DU-145	SW-620	HCC-2998	SNB-19	HT29	PC-3	SNB-75	KM12
- CSc1cccc(NC(=O)Nc2nc3c(C)cccc3s2)c1
  89.3	113.9	113.0	105.9	98.2	99.5	95.7	76.7	106.8
- COc1ccc(C(=O)c2cc(C(=O)/C=C/c3c(Cl)cccc3Cl)c3cc(C)ccn23)cc1
  94.6	105.5	95.5	nt	98.8	102.7	91.3	76.7	100.4
- Cc1cn(C(=O)/C(Cl)=C(/Cl)C(=O)O)c2ccccc12
  111.1	113.2	104.0	108.3	105.7	110.1	83.6	73.0	108.0
- CC1=C2C3OC(=O)C(C)C3CCC2(C)C=C(Cl)C1=O (centres undefined)
  101.0	95.5	102.6	107.4	99.3	98.0	95.2	96.8	96.2
- CC(=O)OCC(C)O (centres undefined)
  98.2	110.7	101.7	98.0	105.6	104.9	90.8	88.6	112.1
- O=C(Nc1ccc(OCc2cccc(F)c2)c(Cl)c1)c1cccnc1
  81.4	74.6	85.3	90.0	85.3	85.1	54.7	83.3	51.9
- C=CCOc1ccccc1/C=C1\SC(=S)N(C2CC(=O)N(c3ccc(Cl)cc3)C2=O)C1=O (centres undefined)
  101.3	104.2	97.2	104.7	95.0	113.6	86.3	87.1	87.7
- CC1(C)[C@H](CC(=O)O)C[C@@H]1N
  115.5	107.7	102.8	97.5	100.4	107.2	96.5	92.8	97.3
- Nc1c(C(=O)Nc2ccccc2)sc2nc3c(cc12)CNCC3
  100.3	94.6	89.6	100.4	92.7	92.6	78.2	79.3	83.9
- CCC(C)(C)N
  100.6	110.6	102.9	108.0	102.5	101.8	89.8	nt	101.6

Second line of a record: SF-539	DU-145	SW-620	HCC-2998	SNB-19	HT29	PC-3	SNB-75	KM12
- COc1ccccc1C(=O)Nc1cccc(-c2cc(=O)c3c(OC)c(OC)c(OC)cc3o2)c1
  63.8	44.9	63.4	67.8	36.2	24.6	30.0	83.2	38.4
- O=C1CC(c2ccc3c(c2)OCO3)Cc2oc3cc(O)c(O)cc3c21 (centres undefined)
  76.7	99.8	97.8	101.5	101.8	100.7	91.4	84.3	94.0
- COc1cc2c(c(OC)c1OC)C(=O)CC(c1cccc(NC(=O)[C@H](CC(C)C)NC(=O)OC(C)(C)C)c1)O2 (some centres undefined)
  86.3	91.5	102.1	103.3	90.2	90.2	80.2	nt	98.2
- CC(=O)c1ccc(NC(=O)CS(=O)(=O)c2ccc(C)cc2)cc1
  99.6	107.8	106.4	110.1	100.6	106.2	97.3	94.5	104.6
- COc1ccc(N=Nc2ccccc2)cc1
  98.8	nt	114.4	84.9	104.5	94.4	95.3	95.9	96.9
- CC1=CC(=O)/C(=C/N2CCNC2=S)C(=O)O1
  106.3	nt	109.2	98.3	110.3	104.2	97.8	92.0	102.8
- C=C1CC[C@@H]2[C@]3(C)COC(c4cn[nH]c4-c4cccc(Cl)c4)O[C@@H]3CC[C@@]2(C)[C@@H]1C/C=C1/C(=O)OCC1O (some centres undefined)
  -89.8*	25.5	-57.6*	-91.2*	5.5*	0.3*	-0.1*	nt	-25.2*
- CN(C)Cc1ccc([N+](=O)[O-])cc1
  87.0	96.9	110.5	103.4	99.9	97.0	105.5	73.7	112.9
- COc1cc2cc(Oc3ccc(NC(=O)c4ccc(Cl)c(C(F)(F)F)c4)cc3)c(C)nc2cc1OC
  57.3	43.0	34.2	41.3	39.3	26.0	4.3*	68.4	19.7
